D1 potentiator: potentiators of human D1 dopamine receptor | P21728 | HEK293 TREx D1 cells, calcium flux, dopamine EC20 potentiation | potentiation, % at 10 µM | 360,000 tested, 0.036% active | AID 504651; in the data active = potentiation above about 30%; also: 0% is about no effect
Target sequence (P21728 whole entry, looked up): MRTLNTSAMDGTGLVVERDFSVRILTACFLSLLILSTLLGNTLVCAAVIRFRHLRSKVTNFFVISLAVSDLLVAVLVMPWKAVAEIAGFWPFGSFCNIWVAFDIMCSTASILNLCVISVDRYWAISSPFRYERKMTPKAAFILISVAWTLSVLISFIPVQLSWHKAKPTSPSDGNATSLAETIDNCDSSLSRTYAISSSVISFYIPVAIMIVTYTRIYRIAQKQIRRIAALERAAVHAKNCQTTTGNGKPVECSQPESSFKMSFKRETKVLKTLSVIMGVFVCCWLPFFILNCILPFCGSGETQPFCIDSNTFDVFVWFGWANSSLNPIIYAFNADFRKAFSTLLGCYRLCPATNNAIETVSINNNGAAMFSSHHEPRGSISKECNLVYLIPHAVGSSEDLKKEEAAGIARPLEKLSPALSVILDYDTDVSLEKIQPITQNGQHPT
D1 agonist: activates the human D1 dopamine receptor | P21728 | HEK293 T-REx D1 cells, calcium flux, agonist mode | activation, % at 2 µM | 360,000 tested, 1% active; in the data active = activation above about 30%; also: 0% is about no effect
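Tetracycline-induced HEK293 TREx D1 cells, force-coupled to calcium signalling, were dye-loaded with a no-wash calcium kit. Compound was pin-added after a 10 s baseline. Fluorescence was read kinetically at 1 cycle/s for 180 s, with calcium rises flagged as agonism.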
Vif-A3G inh: inhibitors of Vif-APOBEC3G interaction; AID 602310; 410,000 tested, 0.076% active; HeLa A3G-eYFP + Vif (tagged APOBEC3G with the HIV-1 protein that degrades it), YFP fluorescence, overnight; Potency, µM (series often up to 46.1 µM), inactives show at the top dose activity, negative = active, hits mostly inhibitors; Q9HC16;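 also: potency is read from the fitted curve at half-maximal effect; % is scaled to controls: 0 for no effect and ±100 for the full control effect; nearly all actives have a fitted effect of over 60% in size; hits raise eYFP signal because A3G escapes Vif-driven loss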
Target sequence (Q9HC16 whole entry, looked up): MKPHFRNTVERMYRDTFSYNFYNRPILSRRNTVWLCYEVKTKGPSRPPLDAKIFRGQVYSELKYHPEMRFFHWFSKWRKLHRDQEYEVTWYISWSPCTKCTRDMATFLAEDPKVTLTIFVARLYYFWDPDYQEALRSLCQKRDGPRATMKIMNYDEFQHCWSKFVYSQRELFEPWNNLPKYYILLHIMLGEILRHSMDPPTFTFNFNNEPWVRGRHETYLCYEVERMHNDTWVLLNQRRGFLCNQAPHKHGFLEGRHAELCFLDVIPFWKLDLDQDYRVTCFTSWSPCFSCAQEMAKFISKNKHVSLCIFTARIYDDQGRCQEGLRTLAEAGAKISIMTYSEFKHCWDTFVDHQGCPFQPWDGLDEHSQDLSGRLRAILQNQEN
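HeLa cells stably expressing Vif and C-terminally eYFP-tagged A3G, seeded overnight at 37 deg C, then exposed to compound by pintool overnight at 37 deg C. Rise in yellow fluorescence (Ex 488/Em 500-530, Acumen) marks blocked Vif-driven A3G degradation.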
D2 PAM: D2 dopamine receptor (human) potentiation; potentiation, % at 10 µM; 340,000 tested, 0.34% active; AID 485347; HEK293 T-REx D2, calcium flux, EC20 dopamine potentiation; P14416;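 active = potentiation over 3 SD above the plate norm, cut at about 30% in these data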; also: 0% is about no effect
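Cells plated with tetracycline inducer and held overnight at 30 C; calcium dye loaded 30–90 min at room temperature; baseline taken, compound added and read 180 s; EC20 dopamine then added and read 180 s.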
LDHA inh: inhibitors of human lactate dehydrogenase A; P00338; purified LDHA, NADH/diaphorase-resazurin fluorescence; stronger effect = lower value; activity change, % (values are at about 110 or 230 µM); 480,000 tested, 0.15% active; AID 1347041; in the data active = activity change below about -30%; inconclusive = mostly about -25% to -30%;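 also: plate controls were DMSO wells for no effect and wells without enzyme for full effect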
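LDH5 2 nM; NADH 0.06 mM, pyruvate 0.2 mM; 200 mM Tris pH 7.4, EDTA, Tween-20; 5 min RT. Detection: diaphorase 0.133 mg/mL + resazurin 37 µM, fluorescence ex540/em590 at 0 and 20 min; normalized to enzyme-free and DMSO wells.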
RXFP1 ag: agonists of human relaxin receptor RXFP1; 370,000 tested, 0.3% active; Potency, µM (series often up to 57.5 µM), for the others: at the top dose activation, actives largely listed as activators; Q9HBX9; AID 2676; HEK293T-RXFP1 cAMP TR-FRET, 30 min; response scale: percent of porcine relaxin response, buffer zero; also: potency is read from the fitted curve at half-maximal effect; % is scaled to controls: 0 for no effect and ±100 for the full control effect; nearly all actives have a fitted effect of over 60% in size; many of its hits are not listed in these tables
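cAMP rise read by TR-FRET after 30 min, 37C compound exposure (up to 58 uM) in RXFP1-transfected HEK293 cells with Ro 20174 present. EC50 from Hill-equation fits, with 29 nM porcine relaxin as 100% and buffer as basal.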
Vif-A3F inh: blocks the Vif interaction with APOBEC3F | HeLa A3F-eYFP + Vif (tagged APOBEC3F with the HIV-1 protein that degrades it), YFP fluorescence increase | Potency, µM (titrated, usually from 46.1 µM), for inactives: at the highest dose activity, negative = active | 390,000 tested, 0.2% active; also: potency is read from the fitted curve at half-maximal effect; % of control where 0% means no effect; nearly all actives have a fitted effect of over 65% in size
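HeLa cells stably expressing Vif plus C-terminally eYFP-tagged A3F were seeded, incubated overnight at 37 deg C, dosed with compound, incubated overnight again at 37 deg C. Yellow fluorescence (Ex 488/Em 500-530) reported blocked Vif-mediated A3F-eYFP degradation.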
GRP78 ERSR act: induces the endoplasmic reticulum stress response in human glioma cells. 420,000 tested, 0.02% active. Potency, µM, for the others: top-dose activation, usual class: activators. U87-MG GRP78 promoter luciferase reporter, 16 h. AID 602332; also: potency is read from the fitted curve at half-maximal effect; series mostly up to about 76 µM; % of control where 0% means no effect; nearly all actives have a fitted effect of over 35% in size
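Stably transfected U87-MG glioma cells carrying a GRP78-based luciferase sensor; 16 h compound incubation. Luminescence end-point read 10 min after Bright-Glo addition at room temperature.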
D1 antagonist: blocks dopamine activation of the human D1 receptor; 360,000 tested, 3.2% active; AID 504652; P21728; HEK293 TREx D1 cells, calcium flux, dopamine EC80; stronger effect = lower value; activity change, negative = inhibition, % at 10 µM; in the data active = activity change below about -30%; also: % is scaled to controls: 0 for no effect and ±100 for the full control effect
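Kinetic fluorescence of a calcium dye serves as the read-out. D1-expressing Hek293 Trex cells, induced overnight at 30 C, are exposed to compound for 180 s before an EC80 dopamine addition, then read 180 s further.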
* marks the source's active call; other numbers are inactive results; u = inconclusive; x = not tested or not shown. Unless noted, calls follow the shape of the dose curve; as a rule, active = well fitted curve in the direction sought with a large enough effect; inconclusive = small, poorly fitted or top-dose-only effect, or another doubt; inactive = no such curve, though single readings can be large; an effect the other way counts as inactive or inconclusive. Some of the compounds tested. The share of hits here may be higher or lower than overall.

#1 c1ccc2c(c1)Oc1cccc3cccc-2c13
#2 O=C(N[C@@H](Cc1ccccc1)C(=O)NC1CC1)c1ccc(Cl)cc1
#3 COc1ccc(-n2nc3ccc(NC(=O)c4ccc(C#N)cc4F)cc3n2)cc1Cl
#4 O=C(CC(Nc1ccc(F)cc1)c1ccccc1)c1ccccc1 (stereo not drawn)
#5 COc1ccc(O)c(C(=O)CC(=O)c2ccc(F)cc2)c1
#6 CC(=O)Nc1cccc(-c2nc3ccccc3c(=O)o2)c1

Compound,1,2,3,4,5,6
D1 potentiator,4,-3,-4,-8,10,-3
D1 agonist,2,1,0,6,0,2
Vif-A3G inh,0%,2%,-2%,1%,-15%,-1%
D2 PAM,-5,2,-4,-4,-3,4
LDHA inh,2,-1,2,-6,4,-7
RXFP1 ag,5.0%,-0.8%,1.6%,-0.5%,0.1%,1.4%
Vif-A3F inh,-1%,7%,8%,-4%,3%,2%
GRP78 ERSR act,0%,2%,-3%,-1%,-11%,-6%
D1 antagonist,5,12,-13,1,6,-11

Record cards, from the list above:
O=C(N[C@@H](Cc1ccccc1)C(=O)NC1CC1)c1ccc(Cl)cc1 as listed: D1 potentiator = -3; D1 agonist = 1; Vif-A3G inh = 2%; D2 PAM = 2; LDHA inh = -1; RXFP1 ag = -0.8%; Vif-A3F inh = 7%; GRP78 ERSR act = 2%; D1 antagonist = 12
COc1ccc(O)c(C(=O)CC(=O)c2ccc(F)cc2)c1 as listed: D1 potentiator = 10; D1 agonist = 0; Vif-A3G inh = -15%; D2 PAM = -3; LDHA inh = 4; RXFP1 ag = 0.1%; Vif-A3F inh = 3%; GRP78 ERSR act = -11%; D1 antagonist = 6

Next part
#7 Cc1cccc(OCC(=O)Nc2ccc3c(c2)nc(CCN2CCN(c4ccccn4)CC2)n3C)c1
#8 COc1ccc(N(C(=O)COc2c(C)cccc2C)S(=O)(=O)c2ccc(Cl)cc2)cc1
#9 COc1c2ccc(C(=O)NCc3cc(C(F)(F)F)cc(C(F)(F)F)c3)cc2nn1C
#10 O=C(Nc1ncc(Br)s1)C(Cc1ccccc1)n1cccc1 (stereo not drawn)
#11 Cc1cccc(-c2nc(C)c(CCNC(=O)c3cccs3)s2)c1
#12 CC1=C(C(=O)Nc2cc(C(=O)NCc3ccccc3)ccc2C)SCCO1

Compound,7,8,9,10,11,12
D1 potentiator,-8,0,-1,3,-5,x
D1 agonist,10,5,0,3,0,x
Vif-A3G inh,1%,-11%,-10%,-10%,-3%,-21%
D2 PAM,-5,-5,-9,-1,-4,x
LDHA inh,-1,-1,1,-2,3,0
RXFP1 ag,-1.3%,1.3%,2.0%,-1.4%,-0.6%,x
Vif-A3F inh,-2%,-2%,-9%,1%,1%,3%
GRP78 ERSR act,-6%,-5%,-3%,-3%,3%,-4%
D1 antagonist,-31*,-13,-18,3,3,x

#13 CCN(C(=O)CSc1nc(-c2ccc(C(C)C)cc2)no1)c1cccc(C)c1
#14 COc1cccc(Cn2c(NCc3cccnc3)nc3c2c(=O)n(C)c(=O)n3C)c1
#15 Cn1c(=O)[nH]c(=O)c2c1nc(Br)n2CCCCSc1nc2ccccc2o1
#16 COc1cc2[nH]c(=S)nc(NCc3cccnc3)c2cc1OC
#17 Cn1cnnc1SCC(=O)NNC(=O)c1ccc(Cl)cc1
#18 CC1CCN(S(=O)(=O)c2cn(CC(=O)Nc3ccc(F)cc3)c(=O)c3ccccc23)CC1

Compound,13,14,15,16,17,18
D1 potentiator,2,0,-2,2,2,-2
D1 agonist,21,-1,4,3,0,-1
Vif-A3G inh,-1%,-8%,-2%,0%,0%,-11%
D2 PAM,x,27,9,5,17,3
LDHA inh,-6,-2,5,2,-12,-2
RXFP1 ag,0.1%,8.3%,3.1%,-0.3%,-0.1%,-1.8%
Vif-A3F inh,-4%,2%,2%,9%,-6%,-10%
GRP78 ERSR act,-3%,1%,0%,2%,1%,-3%
D1 antagonist,-4,21,0,-9,3,2

#19 O=C(CN1C(=O)NC2(CCCc3ccccc32)C1=O)N1CCCCC1 (stereo not drawn)
#20 COc1ccc(C)cc1NC(=O)CN1C(=O)c2cccc3cccc1c23
#21 Cc1cccc(C2NC(c3cccc(C)c3)C([N+](=O)[O-])C(C)(C)C2[N+](=O)[O-])c1 (stereo not drawn)
#22 CC1Cc2ccccc2N1C(=O)COC(=O)c1cccnc1Cl (stereo not drawn)
#23 CC(C)C(NC(=O)c1ccc2c(c1)OCCO2)c1nc2ccccc2[nH]1 (stereo not drawn)
#24 COc1ccc(N2CCN(C(=O)CC34CC5CC(CC(C5)C3)C4)CC2)c([N+](=O)[O-])c1

Compound,19,20,21,22,23,24
D1 potentiator,8,0,5,-4,-6,1
D1 agonist,1,3,3,3,-1,3
Vif-A3G inh,0%,-13%,-3%,2%,4%,0%
D2 PAM,7,4,3,-3,-25,-6
LDHA inh,-4,-7,-2,-3,-7,-5
RXFP1 ag,0.0%,0.0%,-0.4%,-0.3%,7.5%,0.2%
Vif-A3F inh,u,1%,-5%,-6%,-11%,2%
GRP78 ERSR act,-4%,-4%,-7%,-2%,-7%,-4%
D1 antagonist,5,-5,3,-13,-10,6

#25 CC(=O)Nc1ccc(NC(=O)C2CC(=O)N(Cc3ccccc3)C2)cc1 (stereo not drawn)
#26 Cc1csc(SCC(=O)NC(=O)c2ccccc2)n1
#27 C=CCC(=O)N1CCCC(C(=O)c2ccc(Cl)cc2)C1 (stereo not drawn)
#28 CC(C(=O)N1CCc2ccccc21)N1CCN(S(=O)(=O)c2ccc3c(c2)OCCCO3)CC1 (stereo not drawn)
#29 COc1ccc(S(=O)(=O)N(C)CC(=O)NC2CCCCC2)cc1Cl
#30 COC(=O)CN1C(=S)N(c2ccc(OC)cc2)C(=O)/C1=C/c1cccs1

Compound,25,26,27,28,29,30
D1 potentiator,-3,-2,-2,x,2,-10
D1 agonist,3,3,1,x,1,0
Vif-A3G inh,4%,0%,0%,8%,0%,-2%
D2 PAM,-4,-5,-2,x,2,-2
LDHA inh,-2,-11,-4,-1,-9,-1
RXFP1 ag,0.1%,0.2%,0.1%,x,1.6%,2.8%
Vif-A3F inh,-1%,-5%,0%,4%,0%,-9%
GRP78 ERSR act,-3%,3%,-1%,-2%,-4%,-3%
D1 antagonist,-8,9,-2,x,-2,-19

#31 CCOC(=O)N1CCN(S(=O)(=O)c2ccc3c(c2)CC(C)N3C(=O)C2CC2)CC1 (stereo not drawn)
#32 COc1cc(NC(=O)C2CCN(S(=O)(=O)c3cnc[nH]3)CC2)cc(OC)c1OC
#33 CCOc1ccccc1NC(=O)CSc1nc2c(c(=O)n(C)c(=O)n2C)n1C
#34 O=C(CSc1nc2[nH]ncc2c(=O)[nH]1)NCc1ccccc1Cl
#35 CCOc1ccc2oc(C(=O)Nc3nccs3)c(C)c2c1
#36 Cc1cc(C)cc(NC(=O)CSc2nc3c(oc4ccccc43)c(=O)n2-c2ccccc2)c1

Compound,31,32,33,34,35,36
D1 potentiator,-5,1,-9,-3,x,3
D1 agonist,4,0,4,2,x,7
Vif-A3G inh,0%,1%,0%,-1%,-7%,0%
D2 PAM,1,-10,1,-1,x,x
LDHA inh,0,4,-7,0,-15,-1
RXFP1 ag,-1.1%,0.0%,17%,2.4%,x,-0.2%
Vif-A3F inh,2%,-5%,-6%,0%,1%,-12%
GRP78 ERSR act,-6%,-5%,-5%,-3%,-3%,-3%
D1 antagonist,-5,-7,3,17,x,-5

Quoted from the listing.
`O=C(CSc1nc2[nH]ncc2c(=O)[nH]1)NCc1ccccc1Cl` – Vif-A3F inh: 0%
`CCOc1ccc2oc(C(=O)Nc3nccs3)c(C)c2c1` – Vif-A3G inh: -7%

Following part:
#37 CCn1c(=S)sc2c(=O)n(CC(=O)Nc3ccc(OC)c(Cl)c3)c(C)nc21
#38 COc1ccc(S(=O)(=O)N2CCOC23CCN(S(=O)(=O)c2ccccc2)CC3)cc1
#39 Cc1ccc(C(C)C)c(OCC(=O)Nc2c(C(=O)c3ccccc3)oc3ccccc23)c1
#40 CCn1c(C(=O)N2CCc3ccccc3C2)cc2oc3ccccc3c21
#41 COc1ccc(N2C(=O)CN(Cc3ccc(OC)c(OC)c3)C2=S)cc1
#42 O=C(O)CCc1ccc(-c2ccccc2)n1CC1CCCO1 (stereo not drawn)
#43 COc1cc(C)nc(N2CCC(C(=O)NCC3CCCO3)CC2)n1 (stereo not drawn)
#44 COc1cc(OC)c(OC)cc1/C=C1\Oc2cc(OCC(=O)N3Cc4ccccc4C[C@H]3C(=O)O)ccc2C1=O

Compound,37,38,39,40,41,42,43,44
D1 potentiator,-5,-8,-7,-4,1,11,7,1
D1 agonist,-1,13,0,6,4,1,2,21
Vif-A3G inh,7%,4%,-2%,1%,2%,-1%,-1%,u
D2 PAM,10,-6,-16,-6,23,-9,0,-6
LDHA inh,-1,-2,-9,-4,1,-1,4,2
RXFP1 ag,0.3%,0.0%,-0.9%,-3.3%,-1.2%,0.4%,4.0%,u
Vif-A3F inh,0%,2%,3%,4%,-14%,-8%,6%,u
GRP78 ERSR act,-8%,-3%,-1%,-3%,1%,-5%,-2%,-3%
D1 antagonist,-1,-6,-11,13,-13,-1,3,16

Random excerpt: two compounds from above, in no set order.
#39 Cc1ccc(C(C)C)c(OCC(=O)Nc2c(C(=O)c3ccccc3)oc3ccccc23)c1
#37 CCn1c(=S)sc2c(=O)n(CC(=O)Nc3ccc(OC)c(Cl)c3)c(C)nc21

Compound,39,37
D1 potentiator,-7,-5
D1 agonist,0,-1
Vif-A3G inh,-2%,7%
D2 PAM,-16,10
LDHA inh,-9,-1
RXFP1 ag,-0.9%,0.3%
Vif-A3F inh,3%,0%
GRP78 ERSR act,-1%,-8%
D1 antagonist,-11,-1

Bioassay records deposited in PubChem by National Center for Advancing Translational Sciences (NCATS).
